# NPR1 activator = GC-A (human) enzyme activation. activation, % at 10 µM. AID 1671463. P16066. HEK293 GC-A cells, cGMP TR-FRET, EC30 ANP; 0% at EC30 ANP, 100% saturating ANP. actives 0.14% (n = 370,000); in the data active means activation above about 40%
# UHRF1 MBD2 ctr = human UHRF1 methylated DNA binding inhibitors; UHRF1 binding to methylated oligo, TR-FRET; actives 0.75% (n = 370,000); inhibition, % at 4.4 µM; in the data active means inhibition above about 21%;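 further: UHRF1 SRA domain binding a hemimethylated CpG hairpin DNA probe; 0% = median of test compound wells and 100% = reference inhibitor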
# mABHD4 FP = inhibitors of mouse ABHD4 | Q8VD66 | purified mABHD4, FP-Rh probe fluorescence polarization | inhibition, % at 8.92 µM | actives 0.54% (n = 370,000) | AID 720543;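 active means inhibition exceeding the mean over every tested compound plus 3 SD, cut at about 30% in these data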;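 further: 0% = plate median of compound wells and 100% = S159A mutant with DMSO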
#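 System: mouse ABHD4 enzyme, wild type / Medium: HEPES pH 7.0, NaCl, Pluronic buffer / Reagent: FP-Rh activity-based fluorescent probe / Control set: S159A mutant high control, sample median low control / Detection: fluorescence polarization with parallel and perpendicular emission, 525/598 nm / Schedule: 45 min + 60 min at 25 °C / Compound dosing: 8.92 µM, single dose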
# GC-B act = GC-B (human) receptor activation; P20594; HEK293-GC-B cells, CNP EC30, cGMP TR-FRET; 0% at EC30 CNP, 100% saturating CNP; activation, % at 10 µM; actives 0.11% (n = 370,000);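 active means activation at 10 µM reaching about 35% in either raw or pattern-adjusted values, limit read from the data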
# SIAE inh = human SIAE inhibition, primary screen. inhibition, % at 9.66 µM. actives 0.69% (n = 370,000). SIAE FP-Rh probe binding, fluorescence polarization. AID 1053197. Q9HAT2;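 active means inhibition above a cutoff: mean of compounds within the control limits plus 3 SD of those, cut at about 17% in these data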;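 further: 0% = plate median of compound wells and 100% = probe without SIAE protein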
# Target sequence (Q9HAT2 whole entry, looked up): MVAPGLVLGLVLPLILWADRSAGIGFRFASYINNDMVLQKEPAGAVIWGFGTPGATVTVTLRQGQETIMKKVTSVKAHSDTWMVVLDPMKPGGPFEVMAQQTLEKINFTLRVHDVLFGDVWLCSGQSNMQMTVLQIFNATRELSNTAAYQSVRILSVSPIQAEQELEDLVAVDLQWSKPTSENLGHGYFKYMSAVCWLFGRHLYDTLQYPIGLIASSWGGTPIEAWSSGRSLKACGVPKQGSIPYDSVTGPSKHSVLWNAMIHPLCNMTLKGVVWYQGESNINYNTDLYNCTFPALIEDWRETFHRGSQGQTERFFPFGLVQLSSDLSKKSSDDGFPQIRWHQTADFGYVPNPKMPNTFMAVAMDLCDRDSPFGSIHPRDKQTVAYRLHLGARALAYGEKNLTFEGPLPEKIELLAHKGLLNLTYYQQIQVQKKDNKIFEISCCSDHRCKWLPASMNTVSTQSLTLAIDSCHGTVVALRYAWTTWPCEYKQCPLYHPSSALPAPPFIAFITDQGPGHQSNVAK
# HTRA1 inhibitor = inhibitors of human serine peptidase HTRA1; recombinant HTRA1, FP-rhodamine activity-based probe, fluorescence polarization; actives 0.5% (n = 340,000); Q92743; inhibition, % at 5.96 µM; in the data active means inhibition above about 36%;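 further: 0% = enzyme with DMSO and 100% = wells lacking enzyme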
# rCAG binder = molecules binding r(CAG) RNA repeats; r(CAG) RNA repeat, TO-PRO-1 dye displacement fluorescence; inhibition, % at 3 µM; actives 1.3% (n = 370,000); AID 651821;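 active means inhibition above the plate cutoff, the mean of all test compounds on that plate plus 3 SD, cut at about 35% in these data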;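 further: 0% = DMSO alone and 100% = 100 µM mitoxantrone as full dye displacement; higher means more dye released from RNA so lower well fluorescence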
# TCR CD3 inh = blocks the human TCR-CD3 interaction. actives 0.37% (n = 360,000). TAMRA-labeled TCR probe fluorescence, biochemical. inhibition, % at 9.4 µM. AID 651800; in the data active means inhibition above about 19%;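 further: recombinant mutant TCR 2C K166C tagged with TAMRA read by polarization; 0% = receptor in buffer alone and 100% = receptor with positive control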
# MBD2 inh = inhibitors of human MBD2 binding to methylated oligonucleotide | Q9UBB5 | TR-FRET | inhibition, % at 4.4 µM | actives 0.31% (n = 370,000) | AID 686964; in the data active means inhibition above about 13%
# Target sequence (Q9UBB5 whole entry, looked up): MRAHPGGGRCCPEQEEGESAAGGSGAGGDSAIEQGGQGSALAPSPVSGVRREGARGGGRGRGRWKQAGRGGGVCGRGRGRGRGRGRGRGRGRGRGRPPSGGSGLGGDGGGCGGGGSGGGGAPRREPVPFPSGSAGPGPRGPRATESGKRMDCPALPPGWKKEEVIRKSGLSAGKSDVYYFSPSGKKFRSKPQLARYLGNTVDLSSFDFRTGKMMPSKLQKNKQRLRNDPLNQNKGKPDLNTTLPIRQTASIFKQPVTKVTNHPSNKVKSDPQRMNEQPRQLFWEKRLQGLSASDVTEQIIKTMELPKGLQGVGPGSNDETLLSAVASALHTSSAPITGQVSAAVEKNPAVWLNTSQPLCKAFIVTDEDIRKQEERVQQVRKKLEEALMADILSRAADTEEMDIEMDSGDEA
# PRMT1 inh = PRMT1 (human) inhibition, primary screen; recombinant PRMT1, activity-based probe fluorescence polarization; inhibition, % at 2.79 µM; actives 1.3% (n = 370,000);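 active means inhibition above about 21% made by adding two undisclosed values, limit read from the data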
# An asterisk follows results filed as active; . = not tested or not shown. These rows are one share of the data; rates above refer to the full screens.
# A first look:
SMILES,NPR1 activator,UHRF1 MBD2 ctr,mABHD4 FP,GC-B act,SIAE inh,HTRA1 inhibitor,rCAG binder,TCR CD3 inh,MBD2 inh,PRMT1 inh
NC(=O)c1ccc(Oc2cccc3cccnc23)c([N+](=O)[O-])c1,4.7,-6.0,8.7,-1.7,8.0,26.5,1.6,0.1,-3.9,4.1
COc1cccc(Nc2c(F)c(F)c(F)c(F)c2C(=O)O)c1,-5.2,-1.2,-2.9,1.4,-2.4,-4.3,8.1,8.8,0.5,1.3
CCOC(=O)c1cc2sc(C)cc2n1CC(=O)Nc1cccc(C)c1C,-3.4,-4.0,-2.2,0.9,1.4,0.6,0.0,-2.3,-4.9,-3.0
Cc1occc1C(=O)NC(C)C(C)(C)C (stereo not given),1.9,-1.5,1.7,1.9,3.8,0.2,-2.1,-0.2,-2.7,-4.4
CCOc1cccc2sc(N(CCCN(C)C)C(=O)c3ccc(S(=O)(=O)N(C)c4ccccc4)cc3)nc12,-7.1,-0.4,5.1,-9.1,3.1,-4.4,-3.5,4.6,-3.5,1.7
Nc1c(C(=O)NCc2ccc3c(c2)OCO3)nnn1-c1ccc(OC(F)(F)F)cc1,-2.5,1.4,-3.1,4.0,3.1,-0.1,4.0,-4.9,-0.2,0.7
O=C(N/N=C/c1ccncc1)c1ccc(NC(=O)c2cccc(Cl)c2)cc1,-5.3,4.3,2.1,1.1,-5.5,-16.5,1.0,-4.6,0.6,-1.2
CC1Cc2ccccc2N1C(=O)c1cc2sccc2n1Cc1ccc(F)cc1 (stereo not given),-14.0,-0.4,-16.9,-20.8,0.5,-28.7,5.9,-0.2,1.3,0.4
C=CCSc1nc2c(c(=O)[nH]c(=O)n2C)n1CC,5.4,1.6,4.1,2.4,-3.9,0.1,-2.8,-3.6,1.0,0.2
CCCCC1CCC(C(=O)N(CCOC)c2c(N)n(CCCC)c(=O)[nH]c2=O)CC1 (stereo not given),0.1,3.3,-0.7,1.8,-3.0,0.8,-2.8,2.3,0.3,-2.5
Cc1cc(C)cc(NC(=S)NCC2CCCO2)c1 (stereo not given),1.9,2.8,-0.3,1.2,0.1,2.8,0.5,6.5,-0.9,0.5
Cc1cc(C)nc(Nc2nc3ccccc3[nH]2)n1,5.5,6.3,-8.2,6.3,-4.4,1.8,4.1,0.0,-4.2,-4.2

# The list itself (from the top)
SMILES,NPR1 activator,UHRF1 MBD2 ctr,mABHD4 FP,GC-B act,SIAE inh,HTRA1 inhibitor,rCAG binder,TCR CD3 inh,MBD2 inh,PRMT1 inh
NC(=O)c1ccc(Oc2cccc3cccnc23)c([N+](=O)[O-])c1,4.7,-6.0,8.7,-1.7,8.0,26.5,1.6,0.1,-3.9,4.1
COc1cccc(Nc2c(F)c(F)c(F)c(F)c2C(=O)O)c1,-5.2,-1.2,-2.9,1.4,-2.4,-4.3,8.1,8.8,0.5,1.3
CCOC(=O)c1cc2sc(C)cc2n1CC(=O)Nc1cccc(C)c1C,-3.4,-4.0,-2.2,0.9,1.4,0.6,0.0,-2.3,-4.9,-3.0
Cc1occc1C(=O)NC(C)C(C)(C)C (stereo not given),1.9,-1.5,1.7,1.9,3.8,0.2,-2.1,-0.2,-2.7,-4.4
CCOc1cccc2sc(N(CCCN(C)C)C(=O)c3ccc(S(=O)(=O)N(C)c4ccccc4)cc3)nc12,-7.1,-0.4,5.1,-9.1,3.1,-4.4,-3.5,4.6,-3.5,1.7
Nc1c(C(=O)NCc2ccc3c(c2)OCO3)nnn1-c1ccc(OC(F)(F)F)cc1,-2.5,1.4,-3.1,4.0,3.1,-0.1,4.0,-4.9,-0.2,0.7
O=C(N/N=C/c1ccncc1)c1ccc(NC(=O)c2cccc(Cl)c2)cc1,-5.3,4.3,2.1,1.1,-5.5,-16.5,1.0,-4.6,0.6,-1.2
CC1Cc2ccccc2N1C(=O)c1cc2sccc2n1Cc1ccc(F)cc1 (stereo not given),-14.0,-0.4,-16.9,-20.8,0.5,-28.7,5.9,-0.2,1.3,0.4
C=CCSc1nc2c(c(=O)[nH]c(=O)n2C)n1CC,5.4,1.6,4.1,2.4,-3.9,0.1,-2.8,-3.6,1.0,0.2
CCCCC1CCC(C(=O)N(CCOC)c2c(N)n(CCCC)c(=O)[nH]c2=O)CC1 (stereo not given),0.1,3.3,-0.7,1.8,-3.0,0.8,-2.8,2.3,0.3,-2.5
Cc1cc(C)cc(NC(=S)NCC2CCCO2)c1 (stereo not given),1.9,2.8,-0.3,1.2,0.1,2.8,0.5,6.5,-0.9,0.5
Cc1cc(C)nc(Nc2nc3ccccc3[nH]2)n1,5.5,6.3,-8.2,6.3,-4.4,1.8,4.1,0.0,-4.2,-4.2
NS(=O)(=O)c1ccc(CCNC(=O)C2CCN(S(=O)(=O)c3ccc(Br)s3)CC2)cc1,-0.6,-0.7,-4.7,0.8,-3.7,-4.6,2.6,3.8,4.6,-1.6
O=C(Cn1cnc2c(cnn2-c2ccccc2)c1=O)NC1CCCC1,7.5,2.9,1.1,-1.5,-1.5,6.8,1.2,-4.6,1.1,6.1
CCOC(=O)c1c(-c2ccc(OC)cc2)oc2ccc(O)cc12,-25.6,2.8,-6.0,-20.8,-9.6,-35.0,15.8,0.8,5.8,3.1
Cc1ccc(SCc2[nH]nc3c2C2(C(=O)N(C)c4ccccc42)C(C#N)=C(N)O3)cc1 (stereo not given),-1.5,1.6,-16.7,-8.5,-4.9,-13.0,1.3,-3.6,5.6,5.8
CC(C)NC(=O)C1Cc2c(-c3ccccc3Oc3ccccc3)ccnc2O1 (stereo not given),-2.1,1.5,4.9,0.3,3.0,.,-0.3,-2.4,3.6,4.3
CCOc1ccc(C(=O)COC(=O)C2COc3ccccc3O2)cc1 (stereo not given),0.3,-1.1,6.3,-5.1,3.0,6.7,3.4,3.9,-2.6,2.2
COc1ccc(NC(=O)COc2nsnc2N2CCCCC2)cc1,2.5,-2.9,1.7,4.5,-2.1,-1.1,0.3,1.9,-2.2,3.8
C/C(=N\NC(=O)CCn1nnc2ccccc21)c1cccs1,4.3,-1.1,6.0,-1.1,5.7,-1.8,-5.2,-3.3,2.0,0.0
Cc1ccc(/C=C/C(=O)N(Cc2cccs2)C2CCS(=O)(=O)C2)cc1 (stereo not given),-8.7,-1.3,-5.1,0.6,-7.1,.,1.1,-1.7,1.2,4.9
O=c1c2ccccc2nc(CSc2nnnn2-c2ccccc2)n1-c1ccccc1Cl,-1.5,5.6,-12.0,3.8,-5.2,2.2,5.7,3.0,-0.3,1.5
COc1ccc(C(=O)NCCSc2ccccn2)cc1,-0.6,1.5,-6.2,-2.3,-3.7,-3.4,-2.8,5.7,-0.9,1.3
Cc1cccc(C(=O)Nc2ncc(CN3CCOCC3)s2)c1,4.2,4.2,6.2,1.2,-2.1,4.4,-0.3,5.0,-2.3,-0.2
CSc1nc(Nc2ccc(Cl)cc2)c(C#N)c(=O)[nH]1,-8.2,1.5,-10.7,-1.5,-9.6,-3.7,16.5,-3.1,6.2,1.2

# Next compounds:
SMILES,NPR1 activator,UHRF1 MBD2 ctr,mABHD4 FP,GC-B act,SIAE inh,HTRA1 inhibitor,rCAG binder,TCR CD3 inh,MBD2 inh,PRMT1 inh
Cn1nnnc1SCc1nnc(-c2ccccc2Br)o1,-0.3,-2.3,3.1,2.4,-2.0,5.3,2.0,2.7,1.2,-1.1
COc1cc(/C=N/NC(=O)c2cc3c(ccc4ccccc43)o2)cc(OC)c1O,23.6,-2.7,5.6,4.5,14.3,5.8,17.0,-4.1,-5.1,-1.7
CCn1cc(CN2CCC(n3nccc3NC(=O)Cc3ccccc3)CC2)c(C)n1,-1.5,-0.9,-5.9,7.9,-6.0,1.8,-4.1,1.9,-8.8,-4.7
Cc1ccccc1NC(=O)c1nnn(-c2ccc3c(c2)OCCO3)c1N,-1.1,-2.1,-5.3,-1.4,-5.0,-0.4,-2.2,3.3,0.8,-2.1
COc1ccc2oc(C(=O)OCC(=O)N3CCCCC3C)c(C)c2c1 (stereo not given),-3.4,1.8,-8.0,1.0,7.5,-4.0,-1.7,0.1,-6.2,-1.3
O=C(Cn1ccc([N+](=O)[O-])n1)c1ccccc1,-0.2,14.6,2.1,7.9,-8.0,-0.8,1.3,-3.2,1.7,3.7
Cc1ccc(S(=O)(=O)c2nnn3c2nc(NCCCN2CCCC2=O)c2ccccc23)cc1C,24.5,-1.9,-1.7,16.2,-9.3,-45.0,4.0,-5.5,3.9,0.8
CC(C)(C)NC(=O)NC(=O)COC(=O)C1CCN(S(=O)(=O)c2cccs2)CC1,-2.2,-0.1,-0.3,7.5,-2.7,-7.8,-0.7,-3.2,-0.7,1.2
NC(=O)c1ccc(C(F)(F)F)n(Cc2ccc(Cl)cc2)c1=O,7.9,-0.7,-8.7,11.9,-0.1,-11.4,-6.8,-1.0,-0.1,4.1
CC1CN(c2nc3c(c(=O)[nH]c(=O)n3C)n2Cc2ccccc2F)CC(C)O1 (stereo not given),-1.0,2.3,2.9,-7.9,3.7,-0.2,-4.5,-0.4,-0.6,-0.3
Cc1ccc(C(=O)N2N=C(c3ccc(NS(C)(=O)=O)cc3)CC2c2cccs2)cc1 (stereo not given),-22.4,-4.3,-41.1,-11.4,-1.0,-18.4,8.8,3.0,-5.9,2.3
Cc1ccc(C(=O)ON=C2CCN(S(=O)(=O)c3ccccc3)CC2)cc1,-3.2,2.7,-8.9,-2.6,-9.8,-7.3,-5.7,4.4,-1.3,-2.2
CCCN1C(=O)S/C(=C\c2ccc(N3CCOCC3)o2)C1=O,6.8,2.5,-5.3,10.3,2.2,6.4,9.5,-2.6,2.2,26.1*
COCCNC(=O)C1(C)CCCN(Cc2cn(C)c3ccccc23)C1 (stereo not given),2.2,-0.3,3.8,0.3,-3.6,.,-0.3,1.3,-0.4,-4.7
Cc1ccc(N2CCN(c3ccc(C)cc3)C2c2ccncc2)cc1,-8.6,14.9,-1.2,6.5,2.2,1.1,-7.9,-4.4,11.0,2.2
CNc1cnc(-c2cc(OC)c(OC)c(OC)c2)cn1,-0.6,0.1,2.9,6.0,-1.8,.,0.2,-11.2,3.2,-0.4
CN(C)C(=O)c1c(C(F)(F)F)nn(C)c1Cl,1.8,0.3,5.3,2.5,5.6,3.1,3.0,6.7,0.5,1.5
O=C(N/N=C/c1oc(O)c2ccccc12)c1ccccc1O,-1.9,-1.9,12.6,3.6,1.7,10.1,7.5,16.5,2.7,-0.4
O=C(NNc1ccc([N+](=O)[O-])cc1)C12CC3CC(CC(C3)C1)C2,-0.1,6.6,8.8,-2.8,-2.7,-1.8,0.7,0.6,2.6,2.4
COc1ccc(CCN(C)Cc2ccc(C(=O)Nc3ccccc3)cc2)cc1OC,-0.9,2.5,0.7,2.3,5.3,-7.4,-6.1,-2.5,6.2,5.1
COc1ccc(N2CCN(Cc3nc(Cc4cccc(F)c4)no3)C(C)C2)cc1 (stereo not given),1.5,5.0,4.8,-0.3,7.8,1.8,-8.3,3.6,3.6,-1.5
Nc1nc(NCc2ccco2)nc(N2CCCC2)c1[N+](=O)[O-],2.4,-0.3,-5.3,0.7,3.6,7.7,-1.2,1.7,-4.2,-5.5
COc1ccc(N(CC(=O)N/N=C/c2ccc(OC)cc2OC)S(=O)(=O)c2ccccc2)cc1,22.5,-1.4,-5.2,-2.1,4.2,1.0,1.6,-4.8,-1.7,0.0
